Bioassay records: PubChem, several laboratories
CHRM5 antagonist – CHRM5 antagonism in calcium assay | CHO-hM5 cells, Fluo-8 calcium fluorescence, ACh EC80 | inhibition, % at 3 µM | P08912 | 0.59% of 360,000 active;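 active = inhibition above a per-plate cutoff, the mean of that plate's test compounds plus 3 SD, cut at about 27% in these data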;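 note: 0% = acetylcholine EC80 with DMSO and 100% = DMSO without agonist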
M1 PAM – human CHRM1 positive allosteric modulation; activation, % at 3 µM; P11229; 0.088% of 360,000 active; CHO-K1 hM1, Fluo-8 calcium fluorescence, ACh EC20; 0% = ACh EC20, 100% = maximal ACh; AID 588819; in the data active = activation above about 19%, passing the limit was not always enough
Target sequence (P11229 whole entry, looked up): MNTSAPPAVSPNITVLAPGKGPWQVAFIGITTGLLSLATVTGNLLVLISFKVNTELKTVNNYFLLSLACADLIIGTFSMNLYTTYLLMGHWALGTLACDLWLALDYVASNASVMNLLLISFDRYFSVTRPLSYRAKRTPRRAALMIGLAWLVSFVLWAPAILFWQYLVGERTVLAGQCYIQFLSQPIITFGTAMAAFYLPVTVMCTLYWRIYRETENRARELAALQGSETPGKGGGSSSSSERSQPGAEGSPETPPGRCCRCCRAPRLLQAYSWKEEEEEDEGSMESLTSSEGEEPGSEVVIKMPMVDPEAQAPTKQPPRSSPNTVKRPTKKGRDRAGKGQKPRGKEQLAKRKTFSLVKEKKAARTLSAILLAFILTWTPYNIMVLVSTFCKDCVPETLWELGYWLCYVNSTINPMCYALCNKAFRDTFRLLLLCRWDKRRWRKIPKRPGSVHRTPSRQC
CRFR2-BP ag – agonists of human CRF-binding protein/CRF-R2 receptor complex. AID 588473. HEK293 CRF-R2/CRF-BP, calcium dye fluorescence (FLIPR); percent of saturating CRF peptide response. 0.46% of 350,000 active. activation, % at 13.2 µM;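 active = activation of at least 50%, plus an integration ratio under a set limit after plate pattern correction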;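 note: plate controls were neutral control wells without compound for no effect and CRF at EC100 for full effect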
CHRM5 PAM – CHRM5 positive allosteric modulation. activation, % at 3 µM. 0.3% of 360,000 active. CHO-K1 hM5, Fluo-8 calcium, ACh EC20 PAM; 0% = ACh EC20, 100% = ACh EC100;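 active = activation above the run cutoff, the mean activation of all test compounds plus 3 SD, cut at about 18% in these data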
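Assay system: CHO-K1 hM5 cells / Incubation: Fluo-8 loading 80 min at 37 °C plus 30 min room temperature / Technique: Fluo-8 calcium dye fluorescence, kinetic read / Repeats: single replicate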
M4 antag – CHRM4 antagonism in calcium assay | P08173 | CHO-hM4 cells, ACh EC80, Fluo-8 calcium fluorescence | inhibition, % at 3 µM | 0.73% of 360,000 active | AID 624125;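 active = inhibition above its plate's cutoff, the mean inhibition of sample wells plus 3 SD, cut at about 27% in these data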;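 note: 0% = acetylcholine EC80 with DMSO and 100% = DMSO without agonist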
Target sequence (P08173 whole entry, looked up): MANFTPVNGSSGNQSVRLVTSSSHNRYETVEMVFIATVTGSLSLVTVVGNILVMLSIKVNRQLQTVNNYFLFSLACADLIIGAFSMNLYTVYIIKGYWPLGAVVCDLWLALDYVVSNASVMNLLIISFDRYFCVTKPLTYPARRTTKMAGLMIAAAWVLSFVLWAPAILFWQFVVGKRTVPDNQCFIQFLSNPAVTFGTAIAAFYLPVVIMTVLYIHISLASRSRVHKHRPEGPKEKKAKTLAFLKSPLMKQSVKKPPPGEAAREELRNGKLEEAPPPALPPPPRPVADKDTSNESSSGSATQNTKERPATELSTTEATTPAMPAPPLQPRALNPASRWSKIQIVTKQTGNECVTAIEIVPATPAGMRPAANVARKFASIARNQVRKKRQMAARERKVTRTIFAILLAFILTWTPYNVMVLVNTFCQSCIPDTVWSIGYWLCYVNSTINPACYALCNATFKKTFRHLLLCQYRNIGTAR
M5 ag – CHRM5 agonism in calcium assay | AID 624037 | CHO-K1 hM5 cells, Fluo-8 calcium fluorescence; 0% DMSO wells, 100% maximal acetylcholine response | 0.19% of 360,000 active | P08912 | activation, % at 3 µM;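 active = activation above the run's mean over test compounds plus 3 SD, cut at about 23% in these data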;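 note: signal is peak over basal fluorescence ratio across the kinetic read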
CHRM1 antagonist – antagonists of human M1 muscarinic receptor | P11229 | CHO-K1 hM1, Fluo-8 calcium fluorescence, ACh EC80 antagonist | inhibition, % at 3 µM | 1.3% of 360,000 active | AID 588852;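 active = percent inhibition above its own plate's cutoff, namely the mean of that plate's compound wells plus 3 SD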;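 note: peak over basal fluorescence ratio during 140 s after agonist addition; 0% = ACh EC80 plus DMSO and 100% = DMSO alone without agonist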
CHRM4 agonist – CHRM4 agonism in calcium assay | AID 624127 | CHO-K1 hM4/Gqi5, Fluo-8 calcium fluorescence; vehicle 0%, full acetylcholine response 100% | activation, % at 3 µM | 0.14% of 360,000 active | P08173;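 active = activation above the run mean over all test wells plus 3 SD, cut at about 32% in these data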;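 note: peak over basal fluorescence ratio per well then scaled between controls; 0% = DMSO wells and 100% = acetylcholine at EC100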
M4 PAM – positive allosteric modulators of human muscarinic M4 receptor | CHO-K1 hM4/Gqi5, Fluo-8 calcium fluorescence, ACh EC20; 0% = ACh EC20, 100% = maximal ACh | activation, % at 3 µM | 0.4% of 360,000 active | AID 624126;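 active = activation above its plate's cutoff, the mean activation of sample wells plus 3 SD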; note: some results filed as inactive read as strong as hits
Active calls of the source: *; / = no result given; & = joins results of further samples; ! = repeats disagree. This is a random part of the collection, and some 2.8% of all compounds hit somewhere here.

SMILES	CHRM5 antagonist	M1 PAM	CRFR2-BP ag	CHRM5 PAM	M4 antag	M5 ag	CHRM1 antagonist	CHRM4 agonist	M4 PAM
CCOC(=O)N1CCN(Cc2ccccn2)CC1	-3	5	3.6	3	-8	2	-7	1	5
O=C(Nc1cnccn1)c1ccc(F)cc1Cl	-5	2	-1.3	1	3	3	-1	2	-8
COc1ccc(-c2cc(-c3n[nH]c(=S)n3-c3cc(OC)ccc3OC)[nH]n2)cc1	5	1	0.1	-3	12	1	-2	0	-8
CC(C)(C)c1ccc(C(O)c2ncc(-c3cccc(F)c3)[nH]2)cc1 (centres undefined)	0	-2	/	-4	-5	1	-4	4	-1
Fc1ccccc1CNc1ncnc2sccc12	7	3	0.0	-6	16	4	18	11	-6
COc1ccc(C(O)C(CN2CCOCC2)c2ccccc2)cc1 (centres undefined)	-1	13	-2.8	2	-9	-5	-20	1	5
Cc1ccc(C(=O)COC(=O)CCc2nc3ccccc3[nH]c2=O)cc1C	1	-9	-2.1	-1	2	2	15	0	4
CCOC(=O)C(=NCCCN(C)C)NNc1ccc(Br)cc1	-7	7	-1.3	13	-2	3	0	0	15
COc1ccccc1NS(=O)(=O)c1ccc(O)c(C(=O)OCC(=O)N2CCc3ccccc32)c1	9	1	-0.5	3	-5	1	0	0	0
CCC(=O)Nc1ccc(C(=O)N/N=C/c2cc(Br)c(OC)cc2OC)cc1	0	8	-0.3	1	10	0	-14	0	-2
CCOCCN1CCN(c2c(C)c(C)nc3cc(-c4cc(OC)cc(OC)c4)nn23)CC1	6	2	-1.4	1	3	0	0	2	-4
CCc1ccc(N2CN(CCc3ccccc3)CNC2=S)cc1	4	9	-1.7	4	-2	1	-20	0	-2
CCn1cc(C(=O)N2CCN(c3cccc(C)c3C)CC2)c(=O)c2ccc(C)nc21	-5	10	0.0	10	-1	-4	-18	-1	9
CCc1ccc(NC(=S)NC(=O)c2c(-c3ccccc3Cl)noc2C)cc1	-11	-2	2.4	-5	-5	3	-7	0	-13
O=C(Cn1nc(-c2ccc(Cl)cc2)ccc1=O)N1CCN(c2ccccc2)CC1	-7	13	-1.3	1	-1	-2	-17	2	3
O=C(Nc1ccc(-n2cccn2)cc1)C1CCCCN1Cc1cccc2cccnc12 (centres undefined)	-14	-12	-0.6	12	-8	-7	18	4	-7
CCc1ccc(O)c(-c2cc(C(=O)Nc3cccnc3)[nH]n2)c1	15	4	1.0	-10	2	-2	1	11	-19
O=C(NCc1cccnc1)c1cccnc1Sc1ccc(Cl)cc1	-1	5	0.1	0	11	0	-11	0	-2
N#Cc1ccc(-c2cccs2)nc1SCc1cccnc1	2	2	0.2	3	12	-7	-3	0	-7
O=C(NC1CCN(Cc2ccc(Cl)cc2)CC1)c1cn(-c2ccccc2)nc1-c1cccnc1	1	-4	-0.3	-3	-5	-1	13	0	-1
O=C(C1CCCCC1)N1C[C@@H](n2cc(-c3ccc(F)cc3)nn2)[C@H](O)C[C@@H]1c1ccccc1	8	-3	0.4	-6	-7	-1	2	8	-2
O=C(O)CC(C(=O)OCC1CCCO1)N1CCOCC1 (centres undefined)	0	0	-0.1	1	-2	1	4	1	7
CCS(=O)(=O)N1CCC(N2CCN(c3ccccc3)CC2)CC1	9	-3	-1.0	-5	8	-14	1	0	-8
CN1CCN(Cc2nc3ccccc3c(=O)n2Cc2nc(-c3ccc4ccccc4c3)cs2)CC1	12&-8	-1&9	-2.9&-0.1	7&12	-2&-7	-9&-3	5&-4	5&0	22*!
COc1ccc(Cl)c(Cn2c(NCCCO)nc3c2c(=O)n(C)c(=O)n3C)c1	-1	11	-0.3	-1	3	0	-12	0	3
N=c1c(C(=O)NC2CCCC2)cc2c(=O)n3ccccc3nc2n1CC1CCCO1 (centres undefined)	6	0	0.3	4	3	-3	-1	2	-3
NS(=O)(=O)c1ccc(CCNS(=O)(=O)c2cccs2)cc1	-6	9	-0.3	-1	2	-1	-12	2	2
Cc1ccc(N2CN(Cc3cccnc3)CNC2=S)c(C)c1	5	3	-1.0	-6	2	-1	-1	0	2
COc1ccc(OC)c(/C=C/C(=O)Nc2ccc(OC)nc2)c1	-5	11	3.2	5	10	-1	-15	2	7
CN1CCN(C(=O)c2cc(Cl)cc(Cl)c2)CC1	-9	12	1.0	9	-2	-6	-20	0	3
COc1ccc(OC)c(C2=NOC(C(=O)Nc3ccccc3SC)C2)c1 (centres undefined)	-6	3	0.9	0	-8	-11	-6	1	1
CC1(C)Cc2ccccc2C(/C(C#N)=N/O)=N1	4	10	-1.1	3	3	-1	-6	0	0
O=C(Nc1ccncc1)c1cc(C2CCCCN2C(=O)CCCc2ccccc2)on1 (centres undefined)	8	-15	/	-13	4	7	-5	18	-10
O=C(N/N=C/c1ccc(OC(=O)c2ccccc2Cl)cc1)c1cc(O)cc(O)c1	9	7	1.5	4	10	-4	-8	-1	-1
COc1ccccc1NS(=O)(=O)c1cc(NC(=O)c2cccs2)ccc1N1CCCC1	-2	3	4.1	-3	7	-4	-1	1	-11
CCOc1ccccc1CNC(=O)C1CCC(=O)N1C(C)C (centres undefined)	4	3	-2.4	-3	-3	-3	-1	0	-1
CCOC(=O)C/C(C)=N/NC(=O)CNc1cccc(Cl)c1C	4	11	0.5	5	-10	5	-5	0	11
CN1CCc2c(sc(NC(=O)C3CCN(S(=O)(=O)c4cccs4)CC3)c2C(N)=O)C1	6	-4	10	-5	-5	2	-1	0	-1
COc1cc(C(C(=O)NCc2ccccc2)N(Cc2ccco2)C(=O)c2cnccn2)cc(OC)c1OC (centres undefined)	4	5	-0.8	6	4	1	-2	1	1
COC(=O)[C@H](CO)N1C(=O)[C@@H]2[C@H](C1=O)C1C=C[C@H]2C1	-2	13	3.4	0	7	2	-18	1	-1

In another format: entries from further up
Structure | CHRM5 antagonist | M1 PAM | CRFR2-BP ag | CHRM5 PAM | M4 antag | M5 ag | CHRM1 antagonist | CHRM4 agonist | M4 PAM
COc1ccccc1NS(=O)(=O)c1cc(NC(=O)c2cccs2)ccc1N1CCCC1 | -2 | 3 | 4.1 | -3 | 7 | -4 | -1 | 1 | -11
CCOc1ccccc1CNC(=O)C1CCC(=O)N1C(C)C (centres undefined) | 4 | 3 | -2.4 | -3 | -3 | -3 | -1 | 0 | -1
CCOC(=O)C/C(C)=N/NC(=O)CNc1cccc(Cl)c1C | 4 | 11 | 0.5 | 5 | -10 | 5 | -5 | 0 | 11

Single values from the entries so far:
Under M4 PAM, `Cc1ccc(N2CN(Cc3cccnc3)CNC2=S)c(C)c1` is entered as 2
Under CHRM4 agonist, `N#Cc1ccc(-c2cccs2)nc1SCc1cccnc1` is entered as 0
Under CHRM5 antagonist, `COc1cc(C(C(=O)NCc2ccccc2)N(Cc2ccco2)C(=O)c2cnccn2)cc(OC)c1OC` (centres undefined) is entered as 4
Under CHRM1 antagonist, `O=C(N/N=C/c1ccc(OC(=O)c2ccccc2Cl)cc1)c1cc(O)cc(O)c1` is entered as -8

Entries of single compounds from above. Values in the order: CHRM5 antagonist, M1 PAM, CRFR2-BP ag, CHRM5 PAM, M4 antag, M5 ag, CHRM1 antagonist, CHRM4 agonist, M4 PAM
Results for `CN1CCN(Cc2nc3ccccc3c(=O)n2Cc2nc(-c3ccc4ccccc4c3)cs2)CC1` → 12&-8, -1&9, -2.9&-0.1, 7&12, -2&-7, -9&-3, 5&-4, 5&0, 22*!
Results for `COc1ccc(OC)c(/C=C/C(=O)Nc2ccc(OC)nc2)c1` → -5, 11, 3.2, 5, 10, -1, -15, 2, 7
Results for `COc1ccc(Cl)c(Cn2c(NCCCO)nc3c2c(=O)n(C)c(=O)n3C)c1` → -1, 11, -0.3, -1, 3, 0, -12, 0, 3
Results for `CCOc1ccccc1CNC(=O)C1CCC(=O)N1C(C)C` (centres undefined) → 4, 3, -2.4, -3, -3, -3, -1, 0, -1
Results for `COc1cc(C(C(=O)NCc2ccccc2)N(Cc2ccco2)C(=O)c2cnccn2)cc(OC)c1OC` (centres undefined) → 4, 5, -0.8, 6, 4, 1, -2, 1, 1

The listing continues:
SMILES	CHRM5 antagonist	M1 PAM	CRFR2-BP ag	CHRM5 PAM	M4 antag	M5 ag	CHRM1 antagonist	CHRM4 agonist	M4 PAM
COc1ccccc1C(O)(C(=O)N(NC(C)=O)c1ccccc1)c1ccccc1OC	4	11	1.3	5	-3	-4	-10	0	3
CCNC(=O)c1cccc(S(=O)(=O)N2CCCCCC2)c1	1	2	1.1	0	5	-1	-1	1	5
Cc1cnc(NC(=O)CSc2nnc(-c3ccc(Cl)cc3Cl)n2N)s1	3	-1	3.9	1	4	-5	-5	1	2
CCOC(=O)c1ccc(NC(=O)Cn2c(=O)oc3ccccc32)cc1	7	17	0.1	0	0	-2	-23	3	2
COC(=O)c1ccccc1NC(=O)CN(C)S(=O)(=O)c1ccc(OC)cc1	5	4	-2.9	-6	0	0	-2	0	-3
Cc1oc(-c2ccccc2F)nc1CS(=O)(=O)CC(=O)NC1CCCC(C)C1C (centres undefined)	-10	9	-0.8	-1	6	0	-13	3	0
C#CCNC(=O)C[C@@H]1C[C@@]2(C(=O)OCC)CCCC=C2N(Cc2ccc(Cl)cc2Cl)C1=O	-2	/	/	-2	-10	0	/	1	4
Cc1oc(-c2ccccc2F)nc1CSCC(=O)NCc1ccc2c(c1)OCO2	-1	-4	-2.8	0	9	-4	3	0	-8
